# KCNH2 WT inh = blocks the wildtype human KCNH2 potassium channel; U2OS, BacMam KCNH2, thallium flux FluxOr; active compounds read low; 340,000 tested, 0.37% active; activity change, % at 1.84 µM; Q12809;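 active = maximum activity change below -70%; inconclusive = maximum activity change between -70% and -50%; inactive = maximum activity change above -50%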
# Target sequence (Q12809 whole entry, looked up): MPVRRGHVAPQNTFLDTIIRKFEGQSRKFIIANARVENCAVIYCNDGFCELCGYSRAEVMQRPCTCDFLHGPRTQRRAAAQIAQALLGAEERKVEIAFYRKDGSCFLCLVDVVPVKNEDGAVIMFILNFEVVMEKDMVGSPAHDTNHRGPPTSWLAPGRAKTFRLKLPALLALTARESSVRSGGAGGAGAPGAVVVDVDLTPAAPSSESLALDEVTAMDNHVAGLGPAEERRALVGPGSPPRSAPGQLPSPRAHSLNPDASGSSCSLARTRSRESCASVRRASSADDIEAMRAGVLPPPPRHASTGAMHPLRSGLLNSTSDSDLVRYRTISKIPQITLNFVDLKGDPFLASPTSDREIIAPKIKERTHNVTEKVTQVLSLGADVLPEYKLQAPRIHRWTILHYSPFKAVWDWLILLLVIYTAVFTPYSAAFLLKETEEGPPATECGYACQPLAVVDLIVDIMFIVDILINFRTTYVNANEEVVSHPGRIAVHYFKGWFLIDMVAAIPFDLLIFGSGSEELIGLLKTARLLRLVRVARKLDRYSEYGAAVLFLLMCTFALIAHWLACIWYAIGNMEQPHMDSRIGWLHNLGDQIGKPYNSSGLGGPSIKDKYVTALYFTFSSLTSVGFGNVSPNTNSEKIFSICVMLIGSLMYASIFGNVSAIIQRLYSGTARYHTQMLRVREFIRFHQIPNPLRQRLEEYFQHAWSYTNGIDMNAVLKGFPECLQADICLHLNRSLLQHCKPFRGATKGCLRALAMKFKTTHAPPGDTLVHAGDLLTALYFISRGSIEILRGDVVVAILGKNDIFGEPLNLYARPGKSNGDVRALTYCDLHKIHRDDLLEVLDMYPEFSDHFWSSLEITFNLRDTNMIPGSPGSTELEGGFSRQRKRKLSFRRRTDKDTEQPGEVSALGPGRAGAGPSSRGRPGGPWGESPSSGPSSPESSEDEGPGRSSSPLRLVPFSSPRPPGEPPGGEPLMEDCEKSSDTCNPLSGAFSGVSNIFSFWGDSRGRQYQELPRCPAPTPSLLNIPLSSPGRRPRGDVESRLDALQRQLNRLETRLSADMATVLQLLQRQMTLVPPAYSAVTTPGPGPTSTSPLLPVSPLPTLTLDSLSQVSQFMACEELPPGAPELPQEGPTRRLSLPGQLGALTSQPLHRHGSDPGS
#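 U2OS cells were transduced with wild-type KCNH2 virus (2.03 x 10^8 / mL) for 4 h at room temperature, then cultured overnight at 37 C. Thallium flux was read with FluxOr dye. Rate constants were normalized to DMSO controls.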
# The depositor's hits bear a star; ? = inconclusive. % is set by controls: 0 for no effect and ±100 for the full control effect. An excerpt, so the mix of outcomes need not match the whole.
SMILES,KCNH2 WT inh
Cc1ccccc1OS(=O)(=O)c1cccc([N+](=O)[O-])c1,-16
Nc1ccccc1SC(CC(=O)c1ccccc1)c1ccccc1 (stereo not given),-20
C=CCN1C(=O)/C(=C/N(C)C)S/C1=N\S(=O)(=O)c1cccs1,2
CC(C)Cn1c(SCC(=O)NC2CC2)nc2ccccc21,-12
COc1ccc([C@H]2N[C@]3(CCCN(Cc4ccco4)C3=O)[C@H]3C(=O)N(C)C(=O)[C@@H]23)cc1,-14
CCCN(C(=O)CSc1nnc(-c2ccc3c(c2)OCO3)o1)C1CCS(=O)(=O)C1 (stereo not given),-5
CCCCCC(=O)N1C[C@H](O)[C@@H](n2cc(C3CC3)nn2)C[C@@H]1c1ccc(OC)cc1,-3
CCOC(=O)N1CCN(C(=O)c2ccc(CS(=O)c3cccc(C)c3)o2)CC1 (stereo not given),3
CN(CCCn1ccc(NC(=O)OCc2ccccc2)nc1=O)CCc1ccccn1,-5
CCOc1ccc2oc(C(=O)Nc3ccc(C)cn3)c(C)c2c1,-14
C[C@@H]1CN([C@@H](C)CO)C(=O)CCCn2nncc2CO[C@@H]1CN(C)C(=O)Nc1ccccc1,-8
CCN1C(=O)[C@H]2[C@@H](c3ccc(C)cc3)N[C@]3(CCCN(CC4CCCCC4)C3=O)[C@H]2C1=O,1
NS(=O)(=O)c1cccc(NC(=O)CSc2nnc(NC3CC3)s2)c1,-3
O=C(NC1CCCCC1)c1cccc(NC(=O)c2ccccc2Cl)c1,18
CC(C)CC#Cc1ccc2c(c1)O[C@H](CN(C)C(=O)Nc1ccccc1)[C@@H](C)CN([C@H](C)CO)S2(=O)=O,16
C[C@@H]1CN([C@@H](C)CO)C(=O)c2cc(C#Cc3ccccc3)cnc2O[C@H]1CN(C)C(=O)c1ccccc1F,-32
Cc1ccc(C)c(OCCC(=O)OCC(=O)Nc2cccnc2Cl)c1,-4
COc1ccc(CNC(=O)C2CCCN2C(=O)Nc2cccc(Cl)c2)cc1 (stereo not given),-3
COc1ccc(-n2ncc3c(SCC(=O)OC(C)C)ncnc32)cc1,2
C[C@H]1CN([C@@H](C)CO)C(=O)CCCn2nncc2CO[C@@H]1CN(C)Cc1ccc(Oc2ccccc2)cc1,5
C[C@@H]1CN([C@H](C)CO)C(=O)c2c(c3ccccc3n2C)-c2ccccc2CO[C@@H]1CN(C)Cc1ccc(O)cc1,-19
CC(OC(=O)C1COc2ccccc2O1)C(=O)c1ccccc1 (stereo not given),-10
COc1ccc(S(=O)(=O)N2CCN(CC(=O)N3CCNC3=O)CC2)cc1OC,-4
COC1OC2COC(c3ccccc3)OC2C2OC(c3ccccc3)OC12 (stereo not given),21
CC(C)(CN1CCCN(CC(C)(C)C(=O)O)C1=O)C(=O)O,-5
Cc1cc(Cl)ccc1C(=O)C1CCCN(C(=O)c2ccc3c(c2)OCO3)C1 (stereo not given),0
Cc1ccc(CNC(=O)c2ccc(S(=O)(=O)N3CCCCCC3)cc2)cc1,5
CC(NS(=O)(=O)c1cc2c3c(c1)CCN3C(=O)CC2)c1ccccc1 (stereo not given),4
CC1=C(C(=O)N(C)C)CC(CC(=O)NC2CC2)C(=O)N1Cc1ccc(C(C)(C)C)cc1 (stereo not given),-3
CC(C)OC(=O)N(C)C[C@@H]1OCc2cnnn2CCCC(=O)N([C@@H](C)CO)C[C@@H]1C,10

# Another view of 3 compounds above.
COc1ccc(CNC(=O)C2CCCN2C(=O)Nc2cccc(Cl)c2)cc1 (stereo not given)
  KCNH2 WT inh: -3
COc1ccc(-n2ncc3c(SCC(=O)OC(C)C)ncnc32)cc1
  KCNH2 WT inh: 2
C[C@H]1CN([C@@H](C)CO)C(=O)CCCn2nncc2CO[C@@H]1CN(C)Cc1ccc(Oc2ccccc2)cc1
  KCNH2 WT inh: 5

# Later entries:
SMILES,KCNH2 WT inh
CN(C)Cc1ccccc1CNC(=O)c1ccc(Cl)c(S(=O)(=O)NC2CC2)c1,-3
C[C@H](CO)N1C[C@H](C)[C@@H](CN(C)C(=O)Nc2ccnc(N3CCOCC3)c2)OCc2cnnn2CCCC1=O,3
C#CCN(C[C@@H]1[C@@H](OC(=O)NCc2ccccc2)[C@@H](OC(=O)NCc2ccccc2)Cn2c(=O)n(CCCCCC)c(=O)n21)S(=O)(=O)c1ccc(C)cc1,-14
CCN(CC)C(=O)C1=C(C)N(Cc2ccc(F)cc2)C(=O)C(CC(=O)NCc2ccco2)C1 (stereo not given),-1
O=c1c2ccccc2c2ccccc2c(=O)n1Nc1ccccc1,-3
COc1cccc(-c2ccccc2C2=CC(=O)CC(C)(C)C2=O)c1,0
COc1cc(C(=O)NN=Cc2ccc(N(C)C)cc2)cc(OC)c1OC,-12
CC(C)(C)C(=O)OCc1ccc(C2=CC(=O)CC(C)(C)C2=O)cc1,4
C[C@H]1CN([C@@H](C)CO)C(=O)CCCn2nncc2CO[C@@H]1CN(C)Cc1cccc(C(F)(F)F)c1,-15
NC(=S)c1csc(CCNC(=O)c2ccccc2)n1,2
CC1=C(C(=O)N2CCOCC2)CC(CC(=O)NC2CCCCC2)C(=O)N1CCCN1CCCC1=O (stereo not given),-25
Cc1ccc(S(=O)(=O)N2[C@H](c3cccc(Cl)c3)CC(=O)[C@@H]3CN(S(=O)(=O)c4ccccc4C)[C@H](c4ccc(Cl)cc4)C[C@@H]32)cc1,6
CC(C)(CNC(=O)c1cccc(S(=O)(=O)N2CCCCC2)c1)N1CCOCC1,1
CC(C)C1C(=O)N(Cc2cn(CCC3OCCO3)nn2)CCS(=O)(=O)N1Cc1ccc(-c2cccc(CO)c2)cc1 (stereo not given),0
N#CC(c1ccc(N)cc1)C(CC(=O)c1ccccc1)c1ccccc1 (stereo not given),-8
C[C@@H]1CN([C@@H](C)CO)C(=O)CCCn2nncc2CO[C@@H]1CN(C)S(=O)(=O)c1ccc(F)cc1,-11
CCN1C(=O)[C@H]2[C@@H](c3ccc(C(F)(F)F)cc3)N[C@]3(CCCN(Cc4ccc(C(F)(F)F)cc4)C3=O)[C@H]2C1=O,-11
CC1C(=O)N(Cc2cn(CCC3OCCO3)nn2)CCS(=O)(=O)N1Cc1ccc(-c2ccccc2)cc1 (stereo not given),-30
O=C(N=Nc1c(O)[nH]c2ccc(Br)cc12)c1ccco1,15
CN1OC[C@@H]2CN[C@H](c3ccc(-c4cc5ccccc5o4)cc3)C[C@@H]21,9
C[C@H](CO)N1C[C@H](C)[C@H](CN(C)Cc2cccc(F)c2)Oc2ncc(Br)cc2C1=O,23
CCCCN1C[C@H](c2ccc(OC)cc2)[C@@H](CC(=O)Nc2ccc(OC)cc2)C1=O,-3
Cc1cccc(-c2nc(CCNC(=O)c3ccco3)cs2)c1,0
CCN1CCN(c2sc(S(=O)(=O)CC)nc2S(=O)(=O)c2ccc(C)cc2)CC1,18
CC(C)N1CC2(CC(c3ccccc3F)=NO2)CN1C(=O)c1ccco1 (stereo not given),9
COC[C@H](NS(=O)(=O)c1ccc(Br)cc1F)[C@@H](O)c1ccccc1,-1
C=CCn1c(SCC(=O)Nc2cc(C)on2)nnc1-c1ccncc1,-6
CCc1cc2c(SCC(=O)NC3CCCC3)ncnc2s1,10
Cc1nc(C)c(-c2csc(Nc3ccc(Cl)cn3)n2)s1,5
CC1=C(C(=O)N(C)C)CC(CC(=O)NCCCN(C)C)C(=O)N1Cc1ccc(C(C)(C)C)cc1 (stereo not given),4
COc1ccc(S(=O)(=O)N2CCCCCC2)cc1NC(=O)Cc1cccc(C(F)(F)F)c1,1
COc1ccc(CCC(=O)N2CCN(S(=O)(=O)c3ccc(OC)c([N+](=O)[O-])c3)CC2)cc1,27
CCN(C1CCCCC1)S(=O)(=O)CCNC(=O)c1ccc(OC)cc1,12
Cc1ccc(C(=O)NCC(=O)Nc2ccccc2C)o1,-4
COCCCN(Cc1cc(OC)c(OC)c(OC)c1)C(=S)Nc1cccc(Cl)c1,1
O=C1NC(Cc2ccccc2)c2nc3cc(F)ccc3c(=O)n2-c2cc3ccccc3cc21 (stereo not given),14
Cc1c(Cc2ccccc2)[n+](=O)c2ccccc2n1[O-],-16
O=C(NCCO)C(=O)NCC(c1cccs1)S(=O)(=O)c1ccc(F)cc1 (stereo not given),19
C[C@H]1CCCCO[C@H](CN(C)S(=O)(=O)c2cn(C)cn2)[C@@H](C)CN([C@@H](C)CO)C(=O)c2cc(NS(=O)(=O)c3ccccc3)ccc2O1,1
O=C(NCc1cc(C(F)(F)F)ccc1Cl)c1cccc2c1C(=O)c1ccc(N3CCC(N4CCCCC4)CC3)cc1S2(=O)=O,-9
O=C(O)C1=CCC=CC1C(=O)O (stereo not given),18
O=C(Nc1ccc(Cl)cc1)c1cc(S(=O)(=O)N2CCCCC2)ccc1N1CCOCC1,3
CCOC(=O)C1=C(COC(=O)c2cc([N+](=O)[O-])ccc2Cl)NC(=O)NC1C (stereo not given),0
COc1ccccc1CC(=O)Nc1cc(C)on1,5
Cc1cnc(NS(=O)(=O)c2ccc(N)cc2)nc1-c1ccccc1O,9
Cc1noc(C)c1S(=O)(=O)N(C)C[C@H]1OCc2cn(nn2)CCCC(=O)N([C@@H](C)CO)C[C@@H]1C,-3
COc1ccccc1-c1noc2c1C(=O)NCC2,-2
Cc1cc2cc3c(=O)[nH]c(=O)cc-3n(CC(O)C(O)C(O)CO)c2cc1C (stereo not given),0
Nc1nc(N)c2cc(CNc3ccc(Cl)c(Cl)c3)ccc2n1,28
Cc1cn([C@H]2C[C@H](O)[C@@H](CNC(=O)[C@H](N)Cc3cscn3)O2)c(=O)[nH]c1=O,-19
CCOC(=O)N(C)C[C@H]1OCc2cnnn2CCCC(=O)N([C@@H](C)CO)C[C@H]1C,-39
Cc1ccc(NC(=C(C#N)C#N)c2ccccc2)cc1,-12
COc1ccc(NC(=O)CCNC(=O)N2CC(=O)Nc3ccccc32)cc1,-5
O=C(CN1CCN(S(=O)(=O)c2ccc(Br)s2)CC1)NCC1CCCCC1,6
Nc1ccc(C(=O)Nc2ccc(Nc3ccncc3)cc2)c([N+](=O)[O-])c1,-5
CCCCN1C(=O)C(CC(=O)NC2CCCC2)CC(C(=O)N(CC)CC)=C1C (stereo not given),-2
O=[N+]([O-])c1ccc(O)c(C=NN2CCCCC2)c1,2
C[C@H]1CN([C@@H](C)CO)C(=O)CCCn2nncc2CO[C@H]1CN(C)S(=O)(=O)c1ccc2c(c1)OCCCO2,-6
O=C(Nc1ncccc1O)c1ccc(Cl)c(S(=O)(=O)N2CCCC2)c1,6
O=C(CSc1ccc(Br)cc1)NCC1(N2CCCCC2)CCCCC1,14
# Additional compounds follow.
SMILES,KCNH2 WT inh
C[C@@H]1CN([C@H](C)CO)C(=O)CCCn2nncc2CO[C@H]1CN(C)Cc1ccccc1,1
O[C@@H]1C[C@H](c2ccccc2)N(Cc2cccs2)C[C@H]1n1cc(C2CC2)nn1,1
FC(F)(F)c1nc2nccnc2[nH]1,-8
COc1ccc(CC(=O)Cc2ccc(OC)c(OC)c2)cc1OC,1
COc1ccc(OC)c(NC(=O)CCNS(=O)(=O)c2ccc3c(c2)CC(C)N3C(C)=O)c1 (stereo not given),-5
COc1cc2c(c(Br)c1N)-c1cc(Br)c(N)cc1C2=O,-6
O=C(c1ccc(Cl)cc1)N1CCN(c2ccc(N3CCOCC3)nn2)CC1,17
O=[N+]([O-])c1ccc(S(=O)(=O)Nc2ccc(-c3ccccc3)cc2)cc1,-4
COc1ccc(CN2C(=O)C(CC(=O)NCc3ccco3)CC(C(=O)N(C(C)C)C(C)C)=C2C)cc1 (stereo not given),-19
CC(C)NC(=O)N(C)C[C@@H]1Oc2cc(Br)ccc2S(=O)(=O)N([C@@H](C)CO)C[C@H]1C,-10
CCOC(=O)Nc1ccc(S(=O)(=O)N2CCC(c3nc4ccccc4[nH]3)CC2)cc1,40
O[C@H]1C[C@H](c2ccc(Cl)cc2)N(Cc2cccs2)C[C@@H]1n1cc(C2CC2)nn1,?
O=C(COC(=O)Cc1ccccc1F)NCc1ccccc1Cl,-13
C[C@H](CO)N1C[C@H](C)[C@@H](CN(C)Cc2ccncc2)OCc2cnnn2CCCC1=O,8
CC1Cc2ccccc2N1C(=O)Cn1cc(C(F)(F)F)ccc1=O (stereo not given),-5

# An excerpt of these results, as labelled records.
mol: O=[N+]([O-])c1ccc(S(=O)(=O)Nc2ccc(-c3ccccc3)cc2)cc1
  KCNH2 WT inh: -4

mol: COc1ccc(CN2C(=O)C(CC(=O)NCc3ccco3)CC(C(=O)N(C(C)C)C(C)C)=C2C)cc1 (stereo not given)
  KCNH2 WT inh: -19

mol: CC(C)NC(=O)N(C)C[C@@H]1Oc2cc(Br)ccc2S(=O)(=O)N([C@@H](C)CO)C[C@H]1C
  KCNH2 WT inh: -10

mol: CCOC(=O)Nc1ccc(S(=O)(=O)N2CCC(c3nc4ccccc4[nH]3)CC2)cc1
  KCNH2 WT inh: 40

# Back to the main list, starting 3 compounds before the break.
SMILES,KCNH2 WT inh
O=C(COC(=O)Cc1ccccc1F)NCc1ccccc1Cl,-13
C[C@H](CO)N1C[C@H](C)[C@@H](CN(C)Cc2ccncc2)OCc2cnnn2CCCC1=O,8
CC1Cc2ccccc2N1C(=O)Cn1cc(C(F)(F)F)ccc1=O (stereo not given),-5
Cc1noc(C)c1CCC(=O)Nc1cc(C(=O)O)ccc1Cl,8
C[C@@H]1CCCCO[C@H](CN(C)Cc2ccc(C(=O)O)cc2)[C@@H](C)CN([C@H](C)CO)C(=O)c2cc(N(C)C)ccc2O1,-2
C[C@H](CO)N1C[C@H](C)[C@@H](CN(C)Cc2cccc3c2OCCCO3)OCc2cnnn2CCCC1=O,7
CN(C(=S)NC(=O)C1CCCC1)c1ccccc1,8
COC(=O)c1ccc(CSc2ccccc2NC(=S)Nc2cccc(SC)c2)o1,10

# Screening results from PubChem BioAssay.
